DUSP3 inh: VHR1 phosphatase inhibitors, primary screen, biochemical, absorbance, uHTS; recombinant VHR phosphatase, pNPP absorbance; Dual specificity protein phosphatase 3 (Homo sapiens), P51452; inhibition, % at 13.3 µM; actives 0.52% (n = 290,000); AID 1654, 2009; in the data active means inhibition above about 50%; further: some compounds called inactive have numbers as strong as hits
Target sequence (P51452 whole entry, looked up): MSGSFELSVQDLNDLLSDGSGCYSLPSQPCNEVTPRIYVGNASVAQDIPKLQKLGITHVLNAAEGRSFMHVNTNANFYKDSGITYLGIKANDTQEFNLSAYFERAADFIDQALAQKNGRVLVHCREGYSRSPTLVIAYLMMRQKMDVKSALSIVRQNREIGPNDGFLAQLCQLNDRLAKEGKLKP
SSB-PriA inh: inhibitors of Klebsiella pneumoniae PriA binding to SSB C-terminal tail, primary screen, biochemical, AlphaScreen; actives 0.6% (n = 430,000); AlphaScreen SSBct-PriA binding, biotinylated peptide; inhibition, % at 33 µM; AID 1272365, 2023; PriA–SSB C-terminal tail interaction (Klebsiella pneumoniae); in the data active means inhibition mostly above about 37%, no sharp cut-off; inactive means mostly below about 20%;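 further: plate controls were negative control peptide for no effect and reference peptide for full effect; strong numbers were not always called active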
TcdB inh: TcdB glycohydrolase inhibitors, primary screen, biochemical, single point, plate reader. Toxin B (Clostridioides difficile), P18177. TcdB glycohydrolase enzymatic assay. inhibition, % at 9.99 µM. actives 0.24% (n = 350,000); in the data active means inhibition above about 10%
Anthrax LF inh2: Bacillus anthracis LF protease inhibitors, primary screen, biochemical, multiplex microsphere, MLPCN library; Lethal factor (Bacillus anthracis), P15917; multiplex microsphere protease cleavage assay; inhibition, % at 10 µM; actives 0.12% (n = 360,000); AID 588501, 2011; further: plate controls were buffer without enzyme for full effect and enzyme alone for no effect
Target sequence (P15917 whole entry, looked up): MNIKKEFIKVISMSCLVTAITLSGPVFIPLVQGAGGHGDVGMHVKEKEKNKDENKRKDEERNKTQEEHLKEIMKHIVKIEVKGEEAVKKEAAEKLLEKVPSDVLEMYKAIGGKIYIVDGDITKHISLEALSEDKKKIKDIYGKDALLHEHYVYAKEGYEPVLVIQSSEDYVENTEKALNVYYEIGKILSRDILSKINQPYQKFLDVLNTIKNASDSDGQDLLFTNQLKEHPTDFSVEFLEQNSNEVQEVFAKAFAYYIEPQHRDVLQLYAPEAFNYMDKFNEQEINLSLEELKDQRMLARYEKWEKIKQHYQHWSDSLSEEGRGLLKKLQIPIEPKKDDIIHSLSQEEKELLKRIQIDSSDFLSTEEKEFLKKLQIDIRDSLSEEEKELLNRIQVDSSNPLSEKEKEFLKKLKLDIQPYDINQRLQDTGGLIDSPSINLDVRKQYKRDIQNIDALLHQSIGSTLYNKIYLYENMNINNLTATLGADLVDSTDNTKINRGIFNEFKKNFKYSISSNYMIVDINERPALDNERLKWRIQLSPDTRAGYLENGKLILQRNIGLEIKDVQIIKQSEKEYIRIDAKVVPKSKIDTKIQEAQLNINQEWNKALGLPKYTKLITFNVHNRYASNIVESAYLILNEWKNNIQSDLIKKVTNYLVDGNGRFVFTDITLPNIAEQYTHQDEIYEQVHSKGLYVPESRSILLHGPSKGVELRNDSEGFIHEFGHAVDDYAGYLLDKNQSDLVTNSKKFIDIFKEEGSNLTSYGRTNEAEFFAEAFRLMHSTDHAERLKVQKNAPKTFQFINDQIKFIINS
Y pestis TopoI: Yersinia pestis topoisomerase I inhibitors, primary screen, biochemical, cleavage product accumulation, plate reader, single point; Y. pestis Topo-I cleavage product accumulation; actives 0.064% (n = 360,000); activity, % at 10 µM; DNA topoisomerase I (Yersinia pestis CO92); AID 504884, 2011; in the data active means activity above about 50%, passing the limit was not always enough; further: inactives centre near 2
Vc quorum ag: inducers of Vibrio cholerae quorum light production without autoinducers, primary screen, BH1578 luxS cqsA deficient, single point. activation, % at 18.7 µM. actives 0.16% (n = 350,000). AID 588436, 2011. V. cholerae BH1578 lux reporter, luminescence, 6 h; in the data active means activation mostly above about 9.7%, no sharp cut-off; further: not every result past the cut was called active; inactives centre near 0; reference of the scale not given here
CCHF vOTU inh: CCHFV vOTU protease inhibitors, primary screen, biochemical, Pep-AMC substrate, fluorescence. inhibition, % at 11.5 µM. actives 0.55% (n = 370,000). Crimean-Congo hemorrhagic fever virus L polyprotein viral ovarian tumor (vOTU) protease …; in the data active means inhibition above about 30%; further: 0% = vehicle wells with enzyme and 100% = no enzyme wells
PfHsp40 yeast: rescue of yeast from PfHsp40 toxicity, primary screen, S. cerevisiae, ATP luminescence; S. cerevisiae expressing PfHsp40, growth rescue; growth rescue, % at 12.5 µM; actives 0.68% (n = 340,000); in the data active means growth rescue above about 28%, passing the limit was not always enough;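 further: yeast W303a lacking pdr1 and pdr3 grown in galactose medium; growth measured after three days at 30 °C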
BoNT A protease: BoNT/A light chain protease inhibitors, primary screen, biochemical, flow cytometry, MLPCN library; Botulinum neurotoxin type A light chain protease (Clostridium botulinum A str. ATCC 3502); multiplex microsphere protease substrate cleavage; inhibition, % at 10 µM; actives 0.17% (n = 360,000); further: plate controls were buffer without enzyme for full effect and enzyme alone for no effect
3CLpro inhibitor: SARS-CoV 3CLpro protease inhibitors, primary screen, biochemical, quenched FRET; Replicase polyprotein 1ab (Severe acute respiratory syndrome coronavirus), P0C6X7; actives 0.14% (n = 290,000); recombinant SARS-CoV 3CLpro, quenched FRET peptide cleavage; inhibition, % at 6 µM; AID 1706, 2009; in the data active means inhibition above about 12%
* hit, by the source's call; i = inactive; · = not tested or not shown; & = joins results of further samples. Unless noted, no stated cut-off is given here; in the data, active means inhibition above about 30%; inconclusive means no clear call, values can overlap the other calls; inactive means below that. This is a subset; count on the stated rates, not on these rows.

cpd	Structure	DUSP3 inh	SSB-PriA inh	TcdB inh	Anthrax LF inh2	Y pestis TopoI	Vc quorum ag	CCHF vOTU inh	PfHsp40 yeast	BoNT A protease	3CLpro inhibitor
1	O=C(Nc1ccc(-n2cccn2)cc1)C1CCN(Cc2ccsc2)CC1	16	4	0.3	6	8	i	11	9.1	10	3
2	CC(=O)Nc1ccc(S(=O)(=O)NCC(=O)OCC(=O)c2ccc[nH]2)cc1	·	4	1.7	5	3	i	-12	-1.0	0.2	·
3	COc1ccccc1C(c1nnnn1CC1CCCO1)N1CCC(C(N)=O)CC1 (stereo not given)	31	-7	·	1	-7	·	-6	-0.5	-0.4	1
4	Cn1nc(-c2ccc(Cl)cc2)c2cc(C(=O)N3CCN(c4ccccc4)CC3)sc21	17	-2	1.1	9	3	0.9	-4	1.0	0.1	-3
5	COc1ccc(-c2csc3nc(-c4ccccc4)oc(=O)c23)cc1OC	-9	-5	1.1	-5	24	i	-7	0.0	1.1	2
6	Cc1ccc(NS(=O)(=O)c2ccc(CCC(=O)NCc3ccccn3)cc2)cc1	35	-3	1.7	-3	-10	-0.3	1	-1.8	-0.5	0
7	COc1ccc(NC(=O)N(C)C[C@@H]2OCc3cnnn3CCCC(=O)N([C@@H](C)CO)C[C@H]2C)c(OC)c1	·	·	-1.0&-0.6	-1	-10	i	-2	·	0.0	·
8	CCN(CC(=O)Nc1c(F)cccc1F)C(=O)CCCOc1ccc(OC)cc1	·	2	-0.6	-6	7	-4.2	-3	-1.7	0.2	·
9	Cc1ccc(S(=O)(=O)CCC(=O)OCC(=O)N(C)c2ccccc2)cc1	·	-5	-0.6	0	-3	-0.9	0	0.3	0.1	·
10	O=C(NCCCN1CCOCC1)c1ccc(Sc2ccccc2Cl)c([N+](=O)[O-])c1	4	4	·	1	-4	-0.5	-13	-0.3	0.6	8
11	COc1ccc(/C=C(\C#N)C(=O)NCc2cccs2)cc1OC	5	-5	·	-2	4	-0.2	7	2.1	-0.1	0
12	CCOC(=O)N(C)c1ccc(C(O)(C(=O)OCC)C(F)(F)F)cc1 (stereo not given)	19	-4	·	-1	-4	-2.0	-8	1.0	-1.1	-2
13	Cc1cc(C)cc(Nc2nc3c(S(=O)(=O)c4ccccc4)nnn3c3ccccc23)c1	-6	-11	-0.3	1	6	-0.3	-14	-1.2	-0.1	-5
14	O=C(CSC(=S)N1CCCC1)Nc1cc2c(cc1Br)OCCO2	6	2	0.9	3	26	i	-1	-0.2	0.0	7
15	COc1cccc(CN(C)C(=O)CCC(=O)c2cc(Br)ccc2OC)c1	·	-18	0.9	-2	25	-0.9	0	13	-0.3	·
16	CC(=O)Nc1ccc(S(=O)(=O)Nc2ccccn2)cc1	19	-9	1.9	-8	4	i	-11	0.6	-0.3	1
17	Cc1ccc(S(=O)(=O)N2CCN(C(=O)CSc3nnnn3C)C2)cc1	-2	-6	·	1	-9	i	14	3.4	0.3	-2
18	COc1ccccc1CCNC(=O)C(=O)NCC1OCCN1S(=O)(=O)c1ccc2c(c1)OCCO2 (stereo not given)	-3	3	2.3	-6	26	i	13	0.7	2.0	13*
19	Cc1ccc(C(=O)Nc2nn(C)c3cccc(F)c23)cc1	4	-8	1.2	·	-1	i	2	·	·	-9
20	CCCCN(C(=O)c1ccc(N2C(=O)c3ccccc3C2=O)cc1)c1c(N)n(CC(C)C)c(=O)[nH]c1=O	·	-4	1.1	-2	2	2.9	2	-1.4	1.0	·

An excerpt of these results, field by field.
(15) COc1cccc(CN(C)C(=O)CCC(=O)c2cc(Br)ccc2OC)c1
  DUSP3 inh = ·; SSB-PriA inh = -18; TcdB inh = 0.9; Anthrax LF inh2 = -2; Y pestis TopoI = 25; Vc quorum ag = -0.9; CCHF vOTU inh = 0; PfHsp40 yeast = 13; BoNT A protease = -0.3; 3CLpro inhibitor = ·

(16) CC(=O)Nc1ccc(S(=O)(=O)Nc2ccccn2)cc1
  DUSP3 inh = 19; SSB-PriA inh = -9; TcdB inh = 1.9; Anthrax LF inh2 = -8; Y pestis TopoI = 4; Vc quorum ag = i; CCHF vOTU inh = -11; PfHsp40 yeast = 0.6; BoNT A protease = -0.3; 3CLpro inhibitor = 1

Next records follow:
cpd	Structure	DUSP3 inh	SSB-PriA inh	TcdB inh	Anthrax LF inh2	Y pestis TopoI	Vc quorum ag	CCHF vOTU inh	PfHsp40 yeast	BoNT A protease	3CLpro inhibitor
21	COc1ccc(S(=O)(=O)Cc2ccc(C(=O)NC3CCC(C)CC3)o2)cc1 (stereo not given)	25	-8	0.4	-2	12	-5.3	8	2.8	0.6	-2
22	C=CCSc1nnc(-c2ccccc2NC(C)=O)c(=O)[nH]1	4	34	·	-4	-5	5.8	7	-1.2	0.0	2
23	COc1ccc(-c2cc3c(c4c2ccn4C)C2CCC3C2)cn1 (stereo not given)	·	·	0.5	20	·	·	2	·	52*	·
24	Cc1ccc(S(=O)(=O)OCC(=O)Nc2ccc(C(=O)O)c(O)c2)cc1	·	-3	-1.2	5	-1	i	1	-0.2	-0.3	·
25	CCOc1cccc(-c2csc(C3COc4ccccc4O3)n2)c1 (stereo not given)	11	0	·	-3	5	i	-3	-0.1	-1.0	-1
26	Cc1c(C(=O)N/N=C/c2ccc(N3CCOCC3)cc2)nc2ccccn12	18	·	0.3	-3	7	-0.4	6	0.7	-0.2	8
27	O=C(CN(Cc1ccccc1Cl)C(=O)c1csnn1)NCc1ccc2c(c1)OCO2	16	3	-0.2	1	25	-0.2	-13	0.0	-0.6	-4
28	Cc1ccc(NNC(=O)CCc2ccccc2)c(C)c1	-11	-3	-7.7	0	-8	i	-11	2.1	0.3	-4
29	COc1ccc(CCNC(=O)COC(=O)c2ccc(C)s2)cc1	·	-8	-5.3	2	-2	-0.4	5	0.6	0.9	·
30	CC1CN=C(Nc2ccc(F)c(Cl)c2)S1 (stereo not given)	24	-19	0.3	3	-3	-0.4	-5	0.1	0.2	1
31	CCc1ccc(NC(=O)Nc2cccs2)cc1	0	10	·	-8	-9	-0.2	3	0.6	-0.8	-6
32	CC(C)(C)N(Cc1ccccc1)C(=O)COC(=O)c1ccccc1SCC(=O)N1CCCC1	·	7	1.4	4	35	-2.8	9	1.4	4.2	·
33	O=C(CCC1CCCN(C(=O)CC2=CCCCC2)C1)N1CCN(c2ccccn2)CC1 (stereo not given)	16	-9	1.1	-12	31	-2.1	-3	2.4	-0.6	0
34	Cc1cccc(NC(=O)CCC(=O)N2CCOCC2)n1	·	5	-0.5	-1	-2	i	-6	-0.5	-4.2	·
35	CC(C)(C)[C@H]1C=C(C(=O)NCc2ccccc2)O[C@@H](OCc2ccc(CO)cc2)C1	16	-3	1.2&0.3	0	28	-0.3	3	3.1	0.2	2
36	COc1cc(OC)cc(-c2noc([C@H]3C[C@H](O)[C@@H](CO)O3)n2)c1	·	·	1.0	1	6	i	-2	·	0.0	·
37	CCOC(=O)N1CCN(C(=O)c2nc3ccccc3s2)CC1	-18	6	·	0	2	-0.2	8	-0.3	-0.3	4
38	CC(C)(C)OC(=O)N1CCC(CNC(=O)c2cccs2)CC1	20	3	1.0	-12	-9	0.5	-2	1.0	-0.1	-1
39	COc1ccc(-c2cnc3cccnn23)cn1	·	·	0.1	-3	-8	i	-39	·	-0.7	·
40	O=C(Cn1ccccc1=O)NCc1ccc(F)cc1	32	-2	1.0	-10	4	-1.6	-15	0.4	-2.5	1
41	COc1cccc(C(=O)NNC(=O)c2ccc3ccccc3c2O)c1	·	4	0.4	1	-7	-0.3	6	0.0	0.0	·
42	O=C(CSCc1c(Cl)cccc1Cl)Nc1ccccc1-c1ccccc1	-2	-1	0.4	0	40	-0.4	-9	7.8	0.8	3
43	C#CC[N+]1(CC#Cc2ccc(C#CC[N+]3(CC#C)CCOCC3)cc2)CCOCC1	9	-1	·	6	31	i	·	-1.7	1.4	-6
44	Cc1cccc(C(=O)Nc2nc3ccc(S(C)(=O)=O)cc3s2)c1	13	-11	0.8	-12	-5	i	-7	-2.4	1.0	-1
45	Cc1ccc(-c2nnc(N(C)C(=O)C3CCCO3)s2)cn1 (stereo not given)	21	-18	·	2	-2	0.6	0	0.0	0.3	1
46	Cc1cc(C)c(O)c(CN(C)Cc2cc(Cl)cc(Cl)c2O)c1	·	-7	0.3	-2	-8	i	5	1.8	-0.2	·
47	CCn1c(C)cc(=O)cc1-c1ccc(Cl)cc1	11	4	2.0	-5	5	-0.1	-11	-0.2	-0.3	-4
48	CC(=O)c1ccc(NC(=O)CSc2nnc(-c3ccncc3)o2)cc1	·	-18&-5	-8.2	·	-3	i	16	0.5	·	·
49	O=C(Nc1cccc(F)c1)c1cc(S(=O)(=O)NCCC2=CCCCC2)ccc1F	8	-5	·	-2	2	i	13	20	-1.3	4
50	N#Cc1ccc(NC(=O)N2CCC(c3nc4c(nnn4Cc4cccc(Cl)c4)c(=O)[nH]3)CC2)cc1	26	2	·	-1	0	1.6	-1	4.3	-0.2	5
51	COc1ccc(C)cc1NC(=O)CN(C)S(=O)(=O)c1cccs1	15	1	·	-3	-8	i	0	8.1	0.6	-2
52	COc1cccc(N(C(=O)C2CSC(=O)C2)C(C(=O)NC(C)(C)C)c2ccncc2)c1 (stereo not given)	12	2	-0.5	-10	4	-0.9	-13	-2.2	0.2	-3
53	CNCC[C@@H](Oc1ccccc1C)c1ccccc1	·	2	0.1	-5	-1	i	1	2.0	-0.1	·
54	COc1cc(C(=O)Nc2ccc3c(c2)Cc2cc(NC(=O)c4cc(OC)c(OC)c(OC)c4)ccc2-3)cc(OC)c1OC	26	-3	·	-2	1	-1.7	-20	-1.0	-0.5	-5
55	O=C(NCc1cccnc1)c1ccc(NS(=O)(=O)c2ccc(F)cc2)cc1	12	-5	-5.3	-1	4	-0.5	3	-0.5	-0.8	-6
